From PubChem BioAssay
CRFBP-R2 block: blocks CRF-induced signaling of the CRF-BP/CRF-R2 complex; HEK293 CRF-R2/CRF-BP, CRF-induced calcium fluorescence; inhibition, % at 11.8 µM; 350,000 compounds, 0.59% hits;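 active = inhibition of the ligand-induced calcium signal above about 50% at the single tested concentration, limit read from the data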
CHRM4 agonist: agonists of human muscarinic M4 receptor (CHRM4). CHO-K1 hM4/Gqi5, Fluo-8 calcium fluorescence; vehicle 0%, full acetylcholine response 100%. activation, % at 3 µM. 360,000 compounds, 0.14% hits. AID 624127;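 active = activation above the run mean over all test wells plus 3 SD, cut at about 32% in these data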;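 also: peak over basal fluorescence ratio per well then scaled between controls; 0% = DMSO wells and 100% = acetylcholine at EC100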
Target sequence (P08173 whole entry, looked up): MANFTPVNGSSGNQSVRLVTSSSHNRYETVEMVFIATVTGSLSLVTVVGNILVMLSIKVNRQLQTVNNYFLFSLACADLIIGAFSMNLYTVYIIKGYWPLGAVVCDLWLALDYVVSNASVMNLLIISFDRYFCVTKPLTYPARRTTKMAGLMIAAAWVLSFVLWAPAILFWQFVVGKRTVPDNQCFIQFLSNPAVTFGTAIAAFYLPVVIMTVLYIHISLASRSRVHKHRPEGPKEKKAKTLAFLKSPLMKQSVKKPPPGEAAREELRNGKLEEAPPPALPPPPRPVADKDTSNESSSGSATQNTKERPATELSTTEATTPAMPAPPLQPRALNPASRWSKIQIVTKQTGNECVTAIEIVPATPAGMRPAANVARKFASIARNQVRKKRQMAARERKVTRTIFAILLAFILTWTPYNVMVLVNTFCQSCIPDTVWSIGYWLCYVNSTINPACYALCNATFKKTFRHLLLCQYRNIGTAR
CRFBP-R2 agonist: agonists of human CRF-binding protein/CRF-R2 receptor complex. HEK293 CRF-R2/CRF-BP, calcium dye fluorescence (FLIPR); percent of saturating CRF peptide response. 350,000 compounds, 0.46% hits. activation, % at 13.2 µM;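 active = activation of at least 50%, plus an integration ratio under a set limit after plate pattern correction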;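 also: plate controls were neutral control wells without compound for no effect and CRF at EC100 for full effect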
M4 antag: blocks acetylcholine activation of human M4 receptor | CHO-hM4 cells, ACh EC80, Fluo-8 calcium fluorescence | P08173 | 360,000 compounds, 0.73% hits | inhibition, % at 3 µM;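 active = inhibition above its plate's cutoff, the mean inhibition of sample wells plus 3 SD, cut at about 27% in these data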;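 also: 0% = acetylcholine EC80 with DMSO and 100% = DMSO without agonist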
M4 PAM: CHRM4 positive allosteric modulation. P08173. 360,000 compounds, 0.4% hits. activation, % at 3 µM. CHO-K1 hM4/Gqi5, Fluo-8 calcium fluorescence, ACh EC20; 0% = ACh EC20, 100% = maximal ACh;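 active = activation above its plate's cutoff, the mean activation of sample wells plus 3 SD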; also: some results filed as inactive read as strong as hits
CHRM1 PAM: positive allosteric modulators of human M1 muscarinic receptor; activation, % at 3 µM; 360,000 compounds, 0.088% hits; CHO-K1 hM1, Fluo-8 calcium fluorescence, ACh EC20; 0% = ACh EC20, 100% = maximal ACh; AID 588819; in the data active = activation above about 19%, passing the limit was not always enough
Target sequence (P11229 whole entry, looked up): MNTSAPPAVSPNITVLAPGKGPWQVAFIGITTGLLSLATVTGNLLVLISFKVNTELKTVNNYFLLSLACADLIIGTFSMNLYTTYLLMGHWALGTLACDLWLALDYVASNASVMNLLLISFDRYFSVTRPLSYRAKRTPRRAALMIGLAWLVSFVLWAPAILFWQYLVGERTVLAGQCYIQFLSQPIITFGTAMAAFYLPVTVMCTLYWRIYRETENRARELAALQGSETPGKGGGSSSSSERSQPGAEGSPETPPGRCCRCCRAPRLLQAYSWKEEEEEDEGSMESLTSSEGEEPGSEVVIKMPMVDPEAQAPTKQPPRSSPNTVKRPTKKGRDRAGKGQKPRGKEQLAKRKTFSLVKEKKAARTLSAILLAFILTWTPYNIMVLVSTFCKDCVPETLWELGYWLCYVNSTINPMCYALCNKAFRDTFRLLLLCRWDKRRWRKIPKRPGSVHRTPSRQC
M5 PAM: positive allosteric modulators of human muscarinic M5 receptor; P08912; CHO-K1 hM5, Fluo-8 calcium, ACh EC20 PAM; 0% = ACh EC20, 100% = ACh EC100; AID 624038; activation, % at 3 µM; 360,000 compounds, 0.3% hits;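 active = activation above the run cutoff, the mean activation of all test compounds plus 3 SD, cut at about 18% in these data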
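Measured by: Fluo-8 calcium fluorescence; material: human M5 receptor in CHO-K1 cells; schedule: Post-acetylcholine fluorescence recording 140 s; benchmarks: low control EC20 acetylcholine (0%), high control EC100 acetylcholine (100%); read-out: Max/basal fluorescence ratio as % of EC20–EC100 ACh window; compound: single dose, 3 µM nominal final test concentration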
M5 ag: CHRM5 agonism in calcium assay; CHO-K1 hM5 cells, Fluo-8 calcium fluorescence; 0% DMSO wells, 100% maximal acetylcholine response; 360,000 compounds, 0.19% hits; P08912; AID 624037; activation, % at 3 µM;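 active = activation above the run's mean over test compounds plus 3 SD, cut at about 23% in these data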;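 also: signal is peak over basal fluorescence ratio across the kinetic read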
CHRM5 antagonist: CHRM5 antagonism in calcium assay; inhibition, % at 3 µM; P08912; CHO-hM5 cells, Fluo-8 calcium fluorescence, ACh EC80; 360,000 compounds, 0.59% hits;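 active = inhibition above a per-plate cutoff, the mean of that plate's test compounds plus 3 SD, cut at about 27% in these data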;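 also: 0% = acetylcholine EC80 with DMSO and 100% = DMSO without agonist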
* = called active by the depositor; . = no result given.

Molecule	M4 PAM	CHRM5 antagonist	M4 antag	CHRM1 PAM	M5 ag	CRFBP-R2 block	CHRM4 agonist	M5 PAM	CRFBP-R2 agonist
O=C(c1cc([N+](=O)[O-])cc([N+](=O)[O-])c1)N1CCOCC1	2	3	0	9	-1	11	0	-1	0.7
N#Cc1cccnc1N1CCN(C(=O)c2ccccc2)CC1	-7	16	-3	15	-3	6	1	-6	2.7
CCOC(=O)NC(=O)CSc1nc2ccc(OCC)cc2[nH]1	4	-2	0	-1	-3	-3	0	8	-0.4
Cc1cc(-c2ccccc2C(=O)O)on1	0	5	12	3	-2	17	0	-5	-0.3
CCCCCCCCCOC(=O)C(CC(=O)O)N1CCOCC1 (stereo unspecified)	-1	0	-3	9	0	5	0	1	0.9
CS(=O)(=O)Nc1ccc(C(=O)N2CC(=O)Nc3ccccc32)cc1	-4	11	-1	8	1	-1	1	-2	1.6
CCSc1ccc(C(=O)NCC(=O)O)cc1	5	14	1	9	-1	8	0	1	0.1
O=C(CSc1ncc(C(F)(F)F)cc1Cl)NCC1CCCO1 (stereo unspecified)	14	-2	0	14	2	6	0	14	-0.1
COc1ccccc1/C=C/CN1CCCC(CCC(=O)NCc2ccc(F)c(F)c2)C1 (stereo unspecified)	-13	-3	-6	-20	-9	-16	3	-7	-0.8
Cc1ccccc1N1CCN(C2CCCN(C(=O)c3ccnn3C)C2)CC1 (stereo unspecified)	-3	17	8	4	-4	6	1	-8	-1.1
Cn1ncc([N+](=O)[O-])c1C(=O)NC1CCCCC1	6	12	3	11	-5	-12	1	2	-0.5
COc1ccc(CNC(=O)C2CCN(S(=O)(=O)c3ccc4nc5c(c(C(=O)O)c4c3)CC(C)CC5)CC2)cc1 (stereo unspecified)	-2	8	-2	-1	-2	9	1	-6	3.0
CCOc1ccc(C(=O)CSc2nnc(N)s2)cc1	5	-2	8	9	-9	12	0	3	-2.9
CCOc1ccccc1C(=O)NN1CCOCC1	-8	2	9	3	0	-18	0	2	-0.1
Cc1ccc[n+](CC(=O)Nc2cccc(Cl)c2)c1	-2	3	3	-3	-4	-1	0	1	0.0
CCC(=O)N1CCN(c2ccccc2NC(=O)c2ccc(-c3cccc([N+](=O)[O-])c3)o2)CC1	-15	3	7	-13	0	-18	9	-11	0.1
Cc1ccc(C(=O)N/C(=C/c2cccs2)C(=O)NCc2ccco2)cc1	13	-3	-5	13	3	19	2	0	0.6
O=C(CN1CCN(Cc2ccccc2)CC1)NNC(=O)c1ccccc1	-1	-4	-1	10	1	-1	0	3	-0.1
O=C(Cn1ncc(Cl)c(Cl)c1=O)N1CCN(S(=O)(=O)c2ccc3ccccc3c2)CC1	0	16	-8	0	-5	26	1	2	1.6
C=CCNC(=O)C(=O)Nc1ccc2c(c1)N(S(=O)(=O)c1cccs1)CCC2	-5	17	-7	0	-1	-3	2	-5	-0.6
Cc1ccc(C(=O)Nc2c(C)n(C)n(-c3ccccc3)c2=O)cc1S(=O)(=O)N1CCCCC1	0	-3	3	-6	2	-7	1	0	-2.4
O=C(NCc1cc(C(F)(F)F)ccc1F)C1CCC(=O)N(C2CC2)C1 (stereo unspecified)	9	12	3	-4	-5	-4	2	-6	0.4
CC1=CC(C)(C)NC(=S)N1c1ccc(N(C)C)cc1	2	-3	-5	9	-1	13	1	8	1.4
CC(C)(C)n1cnc2cc(NS(=O)(=O)c3ccc(Br)cc3)ccc21	3	4	4	-6	7	-31	12	-16	-1.7
CCC(=NCc1ccc(Cl)c(Cl)c1)c1nc(-c2ccco2)oc1O	4	-2	-2	-24	-4	-8	0	0	2.7

Remaining list, next part
Molecule	M4 PAM	CHRM5 antagonist	M4 antag	CHRM1 PAM	M5 ag	CRFBP-R2 block	CHRM4 agonist	M5 PAM	CRFBP-R2 agonist
OC(c1ccccc1)c1nc(-c2ccc(F)c(Cl)c2)cs1 (stereo unspecified)	4	0	-2	-1	-1	.	1	0	.
O=C(c1ccco1)N1N=C(c2ccco2)CC1c1ccc(Cl)cc1Cl (stereo unspecified)	8	18	1	-1	-1	14	1	-7	0.8
Cc1cccc2cc(CN(C(=O)c3cnccn3)C3CCCCC3)c(Cl)nc12	-1	9	-4	11	-2	-21	-2	-6	0.0
COc1ccccc1Nc1nc(-c2sc(N)nc2C)cs1	-4	-4	-7	1	2	-2	0	0	1.0
COc1ccccc1N1CCN(/N=C/c2cc(OC)c(OC)c(OC)c2)CC1	2	-7	-12	-6	-3	23	0	-2	-4.1
Cn1nccc1C(=O)NC1CCN(Cc2ccccc2)CC1	2	5	-8	-3	-1	7	0	-7	-0.6
O=C(Nc1cccc2cccnc12)c1cc(F)c(F)cc1Cl	4	-8	-6	5	4	9	-2	9	1.3
O=C(CSc1nnc(NC(=O)c2ccc(F)cc2)s1)NCc1ccco1	-7	9	-2	0	0	-10	3	-10	-0.8
Cc1ccc(CCNC(=O)C2CCCN(S(C)(=O)=O)C2)cc1 (stereo unspecified)	-2	10	6	10	-1	5	0	0	0.3
CCOC(=O)N1CCC(NC(=O)c2ccc(CS(=O)(=O)c3ccc(OC)cc3)o2)CC1	12	5	-22	3	2	2	2	-7	-0.3
Cc1ccccc1NC(=S)NCc1ccc2c(c1)cc(C)n2C	-4	-1	2	3	0	-4	0	-5	0.4
O=c1[nH]c2ccccc2n1Cc1ccc(Cl)cc1	-2	1	-4	5	3	-6	5	-5	-0.3
O=C1Nc2ccccc2N(O)N1c1ccc(S(=O)(=O)N2CCOCC2)cc1	7	-14	0	7	0	1	0	3	0.1
CCn1c(SCC(=O)N2CCOCC2)nnc1-c1ccco1	9	-5	-5	11	-2	14	2	2	-0.5
Cc1cccc(C(=O)N2CCCC(N3CCN(Cc4ccc5c(c4)OCO5)CC3)C2)n1 (stereo unspecified)	-1	9	2	4	-4	-3	1	-1	1.4
CC1CN(C(=S)Nc2ccccc2)C(C)CN1C=O (stereo unspecified)	7	22	-7	12	1	-4	1	-6	-0.2
COc1cccc(C(=O)Nc2ccc(NC(C)=O)cc2)c1	13	0	2	2	3	-7	1	6	-1.1
CSCCC(NS(=O)(=O)c1cccc(C(F)(F)F)c1)C(=O)N(C)Cc1ccc2c(c1)OCCO2 (stereo unspecified)	-10	11	-3	-14	3	0	19	-23	1.2
CCOc1ccccc1NC(=O)CSc1nnc(CCC(=O)Nc2ccccc2F)n1C	2	-3	10	11	-2	-4	1	3	-2.5
Cc1[nH]n(-c2ncc(-c3ccc(Cl)cc3)s2)c(=O)c1C(c1ccc(Cl)cc1)C(C#N)C#N (stereo unspecified)	-3	4	9	-5	-1	36	-1	-8	11
O=C(CSc1nc2ccccc2[nH]1)N=Nc1c(O)[nH]c2ccccc12	-9	-3	-4	-3	1	-29	20	-1	-3.5
CN1CCN(C(=O)CCc2nc(-c3ccc(Cl)cc3)no2)CC1	2	3	1	9	1	-22	3	10	1.6
O=C(O)C(O)c1ccco1 (stereo unspecified)	0	-1	1	11	-1	-9	1	0	1.2
Cc1cccc(N2CCN(C(=S)NC3CCCCC3)CC2)c1C	-6	8	2	11	4	1	1	-3	-0.4
CN1C(=O)C(C)(C)c2cc(S(=O)(=O)NCC3CCC(C(=O)NC4CCCCC4)CC3)ccc21 (stereo unspecified)	0	11	4	0	-4	-15	1	-3	0.8

Given with two lines to a compound: three of the compounds above
Second line of a record – M4 PAM	CHRM5 antagonist	M4 antag	CHRM1 PAM	M5 ag	CRFBP-R2 block	CHRM4 agonist	M5 PAM	CRFBP-R2 agonist
Cc1ccc(C(=O)N/C(=C/c2cccs2)C(=O)NCc2ccco2)cc1
 : 13	-3	-5	13	3	19	2	0	0.6
O=C(CN1CCN(Cc2ccccc2)CC1)NNC(=O)c1ccccc1
 : -1	-4	-1	10	1	-1	0	3	-0.1
O=C(Cn1ncc(Cl)c(Cl)c1=O)N1CCN(S(=O)(=O)c2ccc3ccccc3c2)CC1
 : 0	16	-8	0	-5	26	1	2	1.6

The results go on.
Molecule	M4 PAM	CHRM5 antagonist	M4 antag	CHRM1 PAM	M5 ag	CRFBP-R2 block	CHRM4 agonist	M5 PAM	CRFBP-R2 agonist
CC1(C(=O)OCc2cc(=O)n3cc(Br)ccc3n2)CC1(Cl)Cl (stereo unspecified)	-1	-5	-4	9	0	-29	8	-3	0.0
CSCC[C@H](NC(=O)[C@H](Cc1ccccc1)n1c(=O)[nH]c2ccccc2c1=O)C(=O)N1CCC(C(=O)O)CC1	9	6	-11	4	0	2	0	-6	-2.2
Cc1nn(CCOc2cccc(Cl)c2)c(C)c1[N+](=O)[O-]	-5	17	7	4	-7	24	1	-6	0.1
COc1ccc(-c2csc(N)n2)cc1F	19	-5	-9	7	-3	6	6	8	-4.2
Cc1noc(C)c1S(=O)(=O)NC1CCCc2ccccc21 (stereo unspecified)	3	-11	-6	4	-9	18	0	2	-1.2
Cc1ccc(C(=O)NCCCN2CCOCC2)cc1Cl	2	5	-5	12	2	10	1	2	-0.5
COc1ccc(N=C(N)N=C(N)N)c(OC)c1	9	-6	-6	7	-2	-2	1	3	2.9
COc1cccc(-n2c(C)nc3c(cnn3-c3ccc(Cl)cc3)c2=O)c1	2	14	-1	-1	0	6	6	-10	0.9
CCn1cc(C(=O)N2CCCC(N3CCN(c4cccc(C(F)(F)F)c4)CC3)C2)cn1 (stereo unspecified)	-3	1	10	-2	-3	3	1	3	-0.8
CCn1c(SCC(=O)NC2CCCC2)nnc1-c1cccnc1	1	11	6	-2	-3	-1	1	1	-0.1
Cc1ccc(-c2noc(CCC(=O)Nc3ccc(C)cn3)n2)cc1	3	3	7	-2	0	14	3	1	-0.9
